procasp3 activ – activators of human procaspase-3; 330,000 compounds, 0.11% hits; AID 463141; activation, % at 8.5 µM; recombinant procaspase-3 D3A, Ac-DEVD-pNA absorbance 405 nm; P42574;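 active means activation above the mean of all tested compounds plus 3 SD, cut at about 21% in these data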;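 further: 0% = DMSO alone and 100% = DMSO wells spiked with extra 5 µM PC-3 D3A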
Target sequence (P42574 whole entry D9A/D28A/D175A): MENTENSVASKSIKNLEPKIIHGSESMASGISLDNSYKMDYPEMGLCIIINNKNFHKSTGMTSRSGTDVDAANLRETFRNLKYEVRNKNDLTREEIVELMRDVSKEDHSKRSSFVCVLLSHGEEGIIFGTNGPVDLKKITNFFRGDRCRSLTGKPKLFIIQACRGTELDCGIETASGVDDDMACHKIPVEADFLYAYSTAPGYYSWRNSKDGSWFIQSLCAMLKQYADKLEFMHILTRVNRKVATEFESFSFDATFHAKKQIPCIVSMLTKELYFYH
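Evaluation: percent activation relative to control range; Material: Procaspase-3 D3A mutant, all three cleavage aspartates alanine; Compound: single dose, 8.5 µM nominal compound, 0.8% DMSO; Replication: one well per compound; Signal: absorbance at 405 nm, 0 and 120 min; Schedule: 1 h preincubation plus 2 h reaction at 25 °C.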
AHR act – human AHR activation | P35869 | AHR-responsive luciferase reporter cells, luminescence | activation, % at 5 µM | 320,000 compounds, 2.5% hits | AID 2796; in the data active means activation above about 47%;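 further: 0% = vehicle wells and 100% = reference agonist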
PAFAH2 inh – inhibitors of human PAFAH2; recombinant PAFAH2, FP-rhodamine activity probe, fluorescence polarization; AID 492956; inhibition, % at 3.39 µM; 340,000 compounds, 0.99% hits; Q99487;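 active means inhibition above the mean over all tested compounds plus 3 SD, cut at about 30% in these data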;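 further: inhibitors block probe labeling of enzyme so polarization drops; 0% = enzyme with DMSO and 100% = wells lacking PAFAH2 protein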
TPT1 inh – C. albicans TPT1 enzyme inhibition. inhibition, % at 5 µM. AID 1962. 300,000 compounds, 0.81% hits. recombinant caTPT1, FP RNA substrate dephosphorylation;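 active means inhibition above the mean of all tested compounds plus 3 SD, set per screening campaign, cut at about 24% in these data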;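 further: plate controls were DMSO alone for no effect and ferristatin control at 100 nM for full effect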
PP1 inh – counter-screen for PP5 inhibitors: inhibitors of human PP1-alpha; P62136; purified PP1alpha, OMFP fluorescence; inhibition, % at 6.7 µM; 320,000 compounds, 0.9% hits; AID 2235;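 active means inhibition above the mean inhibition of all tested compounds plus 3 SD, computed separately for each screening campaign, cut at about 15% in these data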
Target sequence (P62136 whole entry, looked up): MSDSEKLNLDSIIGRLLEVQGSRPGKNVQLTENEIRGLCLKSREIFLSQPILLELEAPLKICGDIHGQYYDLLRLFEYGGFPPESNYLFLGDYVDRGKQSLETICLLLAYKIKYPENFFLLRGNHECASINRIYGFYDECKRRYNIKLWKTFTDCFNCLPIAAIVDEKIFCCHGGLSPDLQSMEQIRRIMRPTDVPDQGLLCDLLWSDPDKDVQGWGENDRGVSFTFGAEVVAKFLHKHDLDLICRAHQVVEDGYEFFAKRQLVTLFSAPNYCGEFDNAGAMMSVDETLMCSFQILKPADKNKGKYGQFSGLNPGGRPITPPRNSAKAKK
PP5 inh – inhibitors of human protein phosphatase 5 (PP5). P53041. purified PP5c, OMFP substrate fluorescence. inhibition, % at 6.7 µM. 320,000 compounds, 0.18% hits. AID 1987;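 active means inhibition above the campaign's mean inhibition across all tested compounds plus 3 SD, cut at about 9.5% in these data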;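 further: 0% = DMSO only and 100% = 100 µM cantharidin control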
CTSL1 counter – cathepsin L1 inhibition, PFM18AAP counter-screen. recombinant F. hepatica cathepsin L1, Z-Leu-Arg-MCA fluorescence. 300,000 compounds, 0.49% hits. inhibition, % at 5.96 µM;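 active means inhibition above the mean of all tested compounds plus 3 SD, set per screening campaign, cut at about 17% in these data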;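 further: 0% = plate median of test compound wells and 100% = 1 µM Z-Phe-Ala-diazomethylketone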
procasp7 counter – counter-screen for procaspase-3 activators: activators of human procaspase-7. P55210. recombinant procaspase-7, Ac-DEVD-pNA absorbance 405 nm; D23A/D198A/D206A triple mutant, cannot self-cleave; scale: DMSO 0, 5 µM enzyme 100. activation, % at 8.5 µM. 330,000 compounds, 0.093% hits. AID 463210;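 active means percent activation above the screen-wide mean plus 3 SD, cut at about 25% in these data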
Target sequence (P55210 whole entry D23A/D198A/D206A): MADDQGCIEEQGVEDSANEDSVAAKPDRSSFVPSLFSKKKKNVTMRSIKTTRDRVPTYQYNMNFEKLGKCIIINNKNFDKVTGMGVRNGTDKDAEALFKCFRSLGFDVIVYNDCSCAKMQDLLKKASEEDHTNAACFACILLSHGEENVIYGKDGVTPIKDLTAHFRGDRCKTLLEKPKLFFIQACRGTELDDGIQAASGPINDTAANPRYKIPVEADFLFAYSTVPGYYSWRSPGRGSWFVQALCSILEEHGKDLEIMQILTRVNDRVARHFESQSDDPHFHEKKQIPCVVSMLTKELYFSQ
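Material: Procaspase-7 triple mutant (PC-7 D3A) | Quantity: 2 µM procaspase-7 mutant as dispensed | Reagent: DEVD-pNA substrate | Times: 1 h preincubation, 2 h reaction | Technique: 405 nm absorbance of p-nitroaniline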
core dimer inh – HCV core protein dimerization inhibition | TR-FRET GST/Flag-core106 dimerization, 1536-well | inhibition, % at 5 µM | 300,000 compounds, 0.33% hits | AID 1899;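 active means inhibition above the mean of all tested compounds plus 3 SD, set per screening campaign, cut at about 45% in these data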
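System: GST-tagged and Flag-tagged HCV core protein residues 1-106 / Input: core106 proteins, GST 13.5 nM and Flag 17 nM / Buffer or medium: KF-containing HEPES buffer, pH 7.45, DTT, CHAPS, BSA / Probe or stimulus: Eu-anti-GST and XL665-anti-Flag labelled anti-tag antibodies / Schedule: 4 h, 22.5 °C incubation / Technique: TR-FRET 671 and 617 nm emission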
Numbers without * were called inactive; . = not tested or not shown.

SMILES	procasp3 activ	AHR act	PAFAH2 inh	TPT1 inh	PP1 inh	PP5 inh	CTSL1 counter	procasp7 counter	core dimer inh
COc1cc(S(=O)(=O)N(Cc2ccc(C)cc2)C2CCCCC2)ccc1-n1cnnn1	1	1	7	-3	14	6.7	6	-10	11
CCN1CCCC1CNC(=O)C(=O)Nc1ccccc1OC (stereo not given)	-1	4	2	-1	-2	-2.4	-2	3	1
O=C(O)CCc1nn2c3ccccc3nc2n(Cc2ccccc2)c1=O	3	-2	8	4	0	-0.5	7	2	-1
OCC1(Cc2ccccc2C(F)(F)F)CCN(Cc2cccc3cnccc23)CC1	7	3	1	-2	3	2.6	-1	-3	-1
Cc1c(C(=O)N/N=C/c2cccnc2)sc(=S)n1C	10	36	1	1	4	1.2	0	18	2
O=C(Nc1ccc(Br)cc1)C1CC(O)CN1C(=O)Oc1ccccc1 (stereo not given)	1	1	13	-1	-2	0.1	1	-7	-12
CC(c1ccco1)N(C(=O)Nc1ccc(Cl)cc1)c1ccccn1 (stereo not given)	-3	-1	-9	-4	-2	1.5	-2	-3	0
O=C(NCc1ccc2c(c1)OCO2)c1c(O)nc2sccn2c1=O	-4	2	1	-2	-1	0.1	0	11	0
CC(=O)NC(c1ccccc1)c1nc2ccccc2[nH]1 (stereo not given)	-16	1	1	3	-3	2.8	-4	-10	5
O=C(Nc1ccc(C(=O)N2CCN(c3ccccn3)CC2)cc1)c1ccc(Br)o1	-9	0	1	-5	0	-1.4	1	-8	4
COc1ccccc1N(CC(=O)NCc1ccco1)S(C)(=O)=O	8	1	-1	-1	-3	1.2	-3	-8	1
O=C(c1ccco1)N1CCN(C(=O)c2ccc(CS(=O)c3cccc(Cl)c3)o2)CC1 (stereo not given)	-2	3	-3	-2	-1	-0.3	1	3	1
O=C(Cn1ncc(Cl)c(Cl)c1=O)N1CCN(S(=O)(=O)c2ccc3ccccc3c2)CC1	0	-2	-2	-2	3	2.5	-2	-4	-78
COc1ccccc1CNC(=O)COC(=O)c1cccc(-n2cnnn2)c1	5	6	21	.	-1	0.4	.	14	.
COc1ccc(-c2cc(C3CCN(CC(O)C(F)(F)F)CC3)[nH]n2)cc1 (stereo not given)	5	11	0	-2	-1	-0.1	-3	6	6
CCNc1nc(NCC)n2c(SCC(=O)Nc3ccccc3OC(F)F)nnc2n1	-2	0	-1	.	.	.	.	-2	.
CCOc1ccc(N(CC(=O)NCc2ccc(F)cc2)C(=O)c2ccco2)cc1	1	1	3	-1	-2	3.2	3	7	1
Cc1ccc(NC(=O)/C(Cl)=C\c2ccccc2)cc1	8	-6	-3	0	3	1.5	2	-2	1
Cc1noc(C)c1C(=O)N1CCN(c2cccc(Cl)c2)CC1	6	1	4	-2	-4	-0.8	3	-4	3
Cc1ccc(S(=O)(=O)NCCNC(C)c2ccc(Br)cc2)cc1 (stereo not given)	2	-4	3	.	2	3.3	.	4	.
Cc1cccc(NC(=O)C(=O)C2C(=O)Nc3ccccc32)c1 (stereo not given)	-2	24	36*	3	-1	1.6	1	-2	-2
CN(Cc1ccccc1)C(=O)c1cc(S(=O)(=O)N2CCOCC2)cn1C	2	-1	-1	-2	-3	-0.1	3	3	2
COc1ccc(C)cc1NC(=O)CSc1nnc(-c2ccccn2)n1Cc1ccco1	-2	4	3	1	-2	3.4	-1	2	7
CO/N=C/NC(=O)c1c(OC)ccnc1Oc1cccc(C(F)(F)F)c1	3	26	0	-3	-6	2.3	-1	8	10
OC(CN1CCN(c2ccccn2)CC1)Cn1c2ccccc2c2ccccc21 (stereo not given)	1	12	-1	0	4	4.9	-1	-6	-7
c1ccc(-c2cnc(CSc3ncnc4sccc34)o2)cc1	-7	2	15	1	2	-0.3	4	7	5
Nc1nc(NCC2CCCO2)nc(Nc2ccccc2F)c1[N+](=O)[O-] (stereo not given)	-5	16	-12	-2	-4	1.2	-1	-3	1
CC(=O)CCc1ccc(OCCCCN2CCC(Cc3ccccc3)CC2)cc1	-4	-1	2	3	1	-1.8	1	4	-1
Cc1oc(-c2cccc(Cl)c2)nc1CN1CCC(C(=O)NCc2ccco2)CC1	4	-1	7	5	0	1.4	5	17	5
COc1ccc(C(=O)Oc2cc(/C=N/NS(=O)(=O)c3ccc(C)cc3)ccc2OC)cc1	-3	0	-5	4	-1	3.5	3	16	38

Three entries drawn at random from those above, as already listed:
SMILES	procasp3 activ	AHR act	PAFAH2 inh	TPT1 inh	PP1 inh	PP5 inh	CTSL1 counter	procasp7 counter	core dimer inh
OCC1(Cc2ccccc2C(F)(F)F)CCN(Cc2cccc3cnccc23)CC1	7	3	1	-2	3	2.6	-1	-3	-1
COc1ccc(C)cc1NC(=O)CSc1nnc(-c2ccccn2)n1Cc1ccco1	-2	4	3	1	-2	3.4	-1	2	7
O=C(NCc1ccc2c(c1)OCO2)c1c(O)nc2sccn2c1=O	-4	2	1	-2	-1	0.1	0	11	0

Next section
SMILES	procasp3 activ	AHR act	PAFAH2 inh	TPT1 inh	PP1 inh	PP5 inh	CTSL1 counter	procasp7 counter	core dimer inh
CCN(CC)Cc1cc(NC2=NS(=O)(=O)c3ccccc32)ccc1OC(=O)c1ccccc1	1	0	-3	0	1	-1.1	-2	-2	-2
Cc1ccc(C(=O)N(CC(=O)NC2CCCCC2)c2ccccc2C)s1	-1	1	5	-1	4	1.7	0	0	0
CCC(C)(C)NC(=O)CN(C(=O)CNS(=O)(=O)c1ccc(F)cc1)c1ccc2c(c1)OCCO2	4	-3	-1	-1	2	0.7	-1	-1	-7
CN(O)/C=C1\C(=O)Nc2ccccc21	-10	19	-1	-7	-1	0.8	6	-13	-34
CCN(CC)C(=S)SCC(=O)c1ccc(F)cc1	-6	3	-7	-5	0	2.0	-1	-5	-1
COc1ccc(O)c(/C=N/NC(=O)c2ccc(OCc3cccc(Br)c3)cc2)c1	-7	1	-6	0	0	3.4	4	-9	2
CCOC(=O)/C(=N\Nc1cccc(C(F)(F)F)c1)N(CCOC)CCOC	-4	5	-4	-3	-2	-0.9	4	13	-1
Cc1cccc(NC(=S)NNC(=O)c2ccc(O)cc2O)c1C	-5	-1	4	1	-4	2.9	3	-13	-3
CCOC(=O)c1ccc(Nc2cc(C)nc3ncnn23)cc1	-3	-2	6	5	-5	-3.4	2	-7	4
Cc1ccc(S(=O)(=O)N[C@H](C(=O)N2CCC(C(=O)NCC(=O)O)CC2)C(C)C)cc1	4	1	10	-2	-1	3.5	0	6	7
Cc1cccc(NC(=S)c2nc3ccccc3s2)c1	-6	76*	3	0	1	1.4	6	-15	3
CCc1ccc2oc(=O)cc(CN3CCCCC3)c2c1	8	2	3	1	1	-0.6	3	2	12
CCc1cc(C)cc(OCCNC(=O)c2cncc(Br)c2)c1	-1	8	12	0	-1	2.2	0	-1	0
Cc1cc(C(=O)N=Nc2c(O)n(C(C)C)c3ccccc23)n[nH]1	-7	22	10	4	1	4.5	4	11	-3
Cc1ccc(CNC(=O)CSc2nnc3c(n2)[nH]c2ccc(F)cc23)cc1	3	2	-42	1	4	0.3	-2	-1	-1
Nc1cccc2c1C(=O)N(Cc1cccc(Cl)c1)C2=O	-3	0	3	-8	-2	2.5	3	-10	-4
CNC(=O)COC(=O)/C=C/c1c(C)nn(-c2ccccc2)c1C	0	0	9	-3	-4	-0.5	-10	11	-3
O=c1c([N+](=O)[O-])c[nH]c2ccccc12	12	11	8	-1	-2	3.2	3	-1	2
CC(=O)OC[C@H]1COc2ccc3ccccc3c2[C@H]1N(C)C(C)=O	7	2	11	-5	-3	1.4	-2	-11	-1
Cc1cc(C)nc(N2CCN(c3nnnn3-c3ccccc3)CC2)n1	-3	5	0	-1	0	-0.4	-1	8	2
CC(C)COc1ccc(C(=O)NC(=S)Nc2ccc(CN3CCOCC3)cc2)cc1	2	2	-6	2	0	3.0	0	2	-3
CC(=O)Nc1ccc(S(=O)(=O)N(C)CC(=O)OC(C)C(=O)NC2CCCCC2)cc1 (stereo not given)	6	-1	8	-1	1	-2.0	1	-1	1
Oc1oc(-c2ccco2)nc1C=Nc1ccccc1	-21	-1	80*	2	-4	1.2	3	-20	-3
CCCCC(=O)Nc1c(O)c2ccccc2[nH]c1=O	-14	-5	15	0	0	-0.7	7	-37	-2
CN(CC(=O)Nc1ccc(N2CCOCC2)cc1)CC(=O)Nc1ccc(C(F)(F)F)cc1	0	29	-1	1	-2	1.3	0	-5	-9
Cc1cc(=O)oc2cc(NC(=O)c3cc4ccccc4o3)ccc12	2	25	.	-1	0	0.8	4	0	-9
C#CCOCCOCCOCCNc1nc(N2CCN(C(=O)[C@H](CCC(=O)O)n3cc([C@@H](N)CCCCN)nn3)CC2)nc(N2CCN(C(=O)[C@H](CCC(=O)O)n3cc([C@@H](N)CCCCN)nn3)CC2)n1	7	-1	-3	.	.	.	.	-5	.
CC(C)CN=C(NS(=O)(=O)c1ccccc1)C(Cl)(Cl)Cl	-1	-1	11	1	-3	-1.9	0	2	2
N#Cc1ccc(N2Cc3ccccc3C2=NC(=O)c2cccs2)cc1	0	-2	6	0	-1	1.3	-1	-1	0
CCc1cccc(NC(=O)C2CCCN2S(=O)(=O)c2ccc3c(c2)n(C)c(=O)c(=O)n3C)c1 (stereo not given)	-5	2	3	-1	-2	-0.6	3	-1	5
COc1ccc(-c2[nH]nc3c2C2(C(=O)N(CC(=O)O)c4ccccc42)C(C#N)=C(N)O3)cc1OC (stereo not given)	4	5	-3	3	-3	2.8	-1	-7	4
CSc1nnc(C(C)(C)C)c(=O)n1/N=C/c1ccccc1	4	-1	6	-2	-3	1.4	0	-2	5
CCNC(=O)c1ccc(C2SCC(=O)N2Cc2ccco2)cc1 (stereo not given)	1	2	-4	-6	0	0.6	-3	-1	-12
COc1ccc(/C=C2\C(=O)N(c3c(Cl)cc(Cl)cc3Cl)N=C2NC(=O)c2cccc([N+](=O)[O-])c2)cc1	-9	0	22	-2	3	1.7	-1	7	3
COc1ccc(Nc2c(-c3ccc(C)cc3)nc3cnccn23)cc1	1	7	6	1	-2	1.4	-1	-9	-7
COc1ccccc1N1C(=NC(=O)CCC2CCCC2)SC2CS(=O)(=O)CC21 (stereo not given)	6	1	11	-1	1	3.2	1	4	2
CCOC(=O)C1=C(COC(=O)c2ccc(OC)c(OC)c2OC)NC(=O)NC1C (stereo not given)	0	0	6	0	0	0.6	-2	-7	-1
COc1ccc(/C=C/C(=O)Nc2cc(F)ccc2C)cc1S(=O)(=O)N1CCOCC1	4	0	-10	-3	-3	2.4	2	6	-3
CCOC(=O)c1c(C)[nH]c(O)c1C=Nc1ccc(C(F)(F)F)cc1	-15	62*	13	36*	0	0.0	5	-16	-10
O=C(CSc1nnc(CNc2ccc(F)cc2)n1Cc1ccccc1)NCc1ccco1	10	3	7	1	0	0.6	3	7	1
COc1ccc(CN2CCNC(=O)C2CC(=O)N(C)Cc2nccs2)c(OC)c1 (stereo not given)	-6	-1	-2	-2	2	0.6	1	6	-2

High-throughput results from PubChem BioAssay.
